p53 reactivator – qHTS assay for re-activators of p53 using a Luc reporter | H1299 p53-A138V BP100-luciferase reporter, luminescence, 24 h | Potency, µM (titrated, usually from 92.2 µM), inactives show at the top dose activity change, positive = activation, usual class: activators | hit rate 0.063% among 320,000; also: potency is read from the fitted curve at half-maximal effect; % of control where 0% means no effect; nearly all actives have a fitted effect of over 45% in size
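H1299 (p53-null), stable ts p53-A138V + BP100-Luc; 1000 cells/well, Opti-MEM/10% FBS; cpd 4 pt, 1:5; 24 h, 37 deg C, 5% CO2; detection reagent 10 min RT; luminescence.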
Eya2 inh – qHTS Assay for Inhibitors of the Phosphatase Activity of Eya2. AID 488837, 2010. recombinant Eya2, OMFP fluorescence dephosphorylation (OMFP is methylfluorescein phosphate). Protein phosphatase EYA2 (Homo sapiens), O00167. Potency, µM (top dose mostly 76.9 µM), for the others: top-dose activity, negative = inhibition, most hits filed as inhibitors. hit rate 0.006% among 330,000; also: potency is read from the fitted curve at half-maximal effect; % is scaled to controls: 0 for no effect and ±100 for the full control effect
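Eya2 protein (added as 0.2 uM solution) was preincubated with compound for 10 min at ambient temperature in 50 mM HEPES pH 7.5, 50 mM NaCl, 5 uM MgCl2, 0.05% BSA, 1 mM DTT. OMFP (added at 50 uM) then reacted 10 min; fluorescence read at 485/525 nm.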
B2AR arrestin – qHTS assay of beta-arrestin-biased ligands of beta2-adrenergic receptor; hit rate 0.02% among 330,000; beta-arrestin recruitment to beta2AR, cell-based reporter; Beta-2 adrenergic receptor (Homo sapiens), P07550; Potency, µM (highest dose often 46.1 µM), for the others: at the highest dose activation, most hits filed as activators;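 also: potency is read from the fitted curve at half-maximal effect; 0% = DMSO controls and full agonism = EC100 isoproterenol or metaproterenol; nearly all actives have a fitted effect of over 65% in size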
ELG1 genotoxic – qHTS screen for small molecules that induce genotoxicity in human embryonic kidney (HEK293T) cells expressing luciferase-tagged ELG1 | HEK293T ELG1-luciferase reporter, luminescence, 16 h | Potency, µM (doses to about 46 µM), without a hit: at the highest dose activity change, positive = activation, hits mostly activators | hit rate 1.3% among 330,000 | AID 504466, 2011; also: potency is read from the fitted curve at half-maximal effect; % of control where 0% means no effect; nearly all actives have a fitted effect of over 60% in size
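Cells (2,000/well) expressing the ELG1-luciferase fusion are dosed by pin tool and kept 16 hr at 37 °C, 5% CO2. Signal comes from ONE-Glo luciferase reagent after 30 min at room temperature.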
TRPV1 agonist – HTS Assay for Compounds that Act as Agonists of the Vanilloid Receptor 1 | AID 540275, 2011 | TRPV1-expressing cells, Fluo-8 calcium influx, agonist mode | hit rate 0.19% among 320,000 | activation, % at 8.33 µM; in the data active = activation above about 80%; inconclusive = between about 30% and that limit; also: 0% is about no effect
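TRPV1-expressing cells were cultured overnight at 35.5C and loaded with Fluo-8 calcium dye for 40 to 90 min at room temperature. After a 10 s baseline, compound was added and calcium influx was read kinetically for 3 min (ex 480/em 520 nm).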
ASM inhibitor – Inhibitors of Secretory Acid Sphingomyelinase (S-ASM): qHTS. Sphingomyelin phosphodiesterase (Homo sapiens), P17405. placental ASM, HMU-PC fluorogenic substrate, 60 min. Potency, µM (titrated, usually from 57.5 µM), without a hit: top-dose activity change, negative = inhibition, most hits filed as inhibitors. hit rate 0.006% among 340,000; also: potency is read from the fitted curve at half-maximal effect
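Fluorescence read-out (Ex 386 nm, Em 447 nm) after stopping the reaction at pH 10. Enzyme: ASM from human placenta; substrate HMU-PC0, 9 uM final; 60 min, 37 °C. Compound preincubation 10 min, ambient temperature.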
USP2a inh – qHTS Assay for Inhibitors of Ubiquitin-specific Protease USP2a Using CHOP2 as the Reporter. Ubiquitin carboxyl-terminal hydrolase 2 (Homo sapiens), O75604. USP2 core, Ub-CHOP2 coupled fluorogenic reporter, 485/531. Potency, µM (highest dose often 38.3 µM), for inactives: at the highest dose activity change, negative = inhibition, hits mostly inhibitors. hit rate 0.01% among 330,000. AID 463254, 2010;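 also: potency is read from the fitted curve at half-maximal effect; plate controls were DMSO wells for no effect and full inhibition by NEM control for full effect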
Target sequence (O75604 whole entry, looked up): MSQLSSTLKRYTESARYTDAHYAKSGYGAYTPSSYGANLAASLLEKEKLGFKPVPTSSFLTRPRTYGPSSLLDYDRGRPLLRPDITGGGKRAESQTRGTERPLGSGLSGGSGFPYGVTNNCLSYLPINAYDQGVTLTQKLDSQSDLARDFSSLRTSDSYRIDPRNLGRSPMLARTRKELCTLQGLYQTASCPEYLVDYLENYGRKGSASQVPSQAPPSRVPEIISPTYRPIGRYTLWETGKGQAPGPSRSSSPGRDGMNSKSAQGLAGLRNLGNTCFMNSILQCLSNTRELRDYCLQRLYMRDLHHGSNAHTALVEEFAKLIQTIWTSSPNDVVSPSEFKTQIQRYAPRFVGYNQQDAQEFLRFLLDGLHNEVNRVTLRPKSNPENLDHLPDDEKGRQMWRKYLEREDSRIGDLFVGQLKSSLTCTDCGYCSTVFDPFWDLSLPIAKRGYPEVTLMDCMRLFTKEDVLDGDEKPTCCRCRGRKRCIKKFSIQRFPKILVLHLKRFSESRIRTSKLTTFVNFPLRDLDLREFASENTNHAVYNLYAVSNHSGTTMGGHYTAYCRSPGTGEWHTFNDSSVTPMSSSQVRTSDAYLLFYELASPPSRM
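Deubiquitinase activity read as fluorescence (485/531 nm) after Ub-CHOP2 cleavage activates the enterokinase reporter on its substrate; USP2 core 10nM, Ub-CHOP2 and substrate 25nM each, 30min compound preincubation then 60min RT; data normalized to NEM, curves fitted.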
a7 integrin act – qHTS for Activators of Integrin-Mediated Alleviation for Muscular Dystrophy | alpha7betagal myoblasts, beta-gal FDG fluorescence, 48 h | Potency, µM (series often up to 38.3 µM), for the others: top-dose activation, most hits filed as activators | hit rate 0.064% among 350,000 | AID 624291, 2012;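 also: potency is read from the fitted curve at half-maximal effect; 100% = response of the positive control SU9516; nearly all actives have a fitted effect of over 60% in size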
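alpha7betagal+/- myoblasts (passage 13, 250/well) treated 48 h at 37C with compounds at 1:260 dilution of DMSO stock. Lysed, then beta-galactosidase activity read as FDG fluorescence (ex 480/em 540) after 30 min, with pre-read for autofluorescence.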
PTAP TSG101 blk – qHTS Assay for Iinhibitors of HIV-1 Budding by Blocking the Interaction of PTAP/TSG101; Potency, µM (titrated, usually from 115 µM), inactives show at the highest dose activity change, negative = inhibition, hits mostly inhibitors; 340,000 tested, under 10 active; Fluorescence polarization, FITC-PTAP peptide / Tsg101 binding; Tumor susceptibility gene 101 protein (Homo sapiens), Q99816; active = well fitted inhibition curve with a large enough effect in the main read-out, with a control signal flat, not every such curve was filed as active; inconclusive = small, poorly fitted or top-dose-only effect, or effect the other way, or a change in a side signal; inactive = no such curve, though single readings can be large or run the other way; also: potency is read from the fitted curve at half-maximal effect; % of control where 0% means no effect
Target sequence (Q99816 whole entry, looked up): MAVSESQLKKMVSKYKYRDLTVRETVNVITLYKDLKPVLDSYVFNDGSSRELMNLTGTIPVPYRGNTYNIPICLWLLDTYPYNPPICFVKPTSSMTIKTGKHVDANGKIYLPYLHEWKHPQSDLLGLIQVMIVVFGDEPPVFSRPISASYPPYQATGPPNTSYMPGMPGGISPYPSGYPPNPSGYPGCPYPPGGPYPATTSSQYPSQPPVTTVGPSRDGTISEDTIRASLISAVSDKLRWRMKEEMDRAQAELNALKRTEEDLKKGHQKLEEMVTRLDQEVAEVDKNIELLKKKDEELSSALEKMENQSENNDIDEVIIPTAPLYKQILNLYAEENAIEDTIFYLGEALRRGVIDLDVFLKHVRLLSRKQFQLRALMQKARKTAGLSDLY
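Compounds were pin-transferred onto Tsg101 binding domain (10 uM final) in HEPES pH 7.5 buffer, then FITC-PTAP peptide was added at 50 nM final. After 20 min at RT, polarization reported peptide displacement across a qHTS concentration series.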
BRCA1 expr up – qHTS Assay to Identify Small Molecule Activators of BRCA1 Expression; hit rate 1.1% among 380,000; AID 624202, 2012; MCF7-BRCA1-FFLuc reporter, luminescence, 48 h; response scale: scaled: vehicle 0%, 10 µM genistein 100%; Potency, µM (series often up to 46.1 µM), for the others: at the top dose activation, usual class: activators; also: potency is read from the fitted curve at half-maximal effect; nearly all actives have a fitted effect of over 80% in size; some results filed as inactive show a strong effect at the top dose
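Using MCF7 cells harboring a BRCA1 firefly luciferase reporter, plated 2 h before compound pinning, the screen measured luminescence after 48 h incubation. Responses were normalized to DMSO and 10 microM genistein, then fitted for concentration-effect.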
uPA generation – qHTS for Inhibitors of Cell Surface uPA Generation; AID 540303, 2011; cell surface uPA generation assay, qHTS; hit rate 0.31% among 330,000; Potency, µM (doses to about 38.3 µM), without a hit: top-dose activity change, negative = inhibition, most hits filed as inhibitors; active = well fitted inhibition curve with a large enough effect; inconclusive = small, poorly fitted or top-dose-only effect; inactive = no such curve, though single readings can be large or run the other way; tested in mouse RAW 264.7 cells; also: potency is read from the fitted curve at half-maximal effect; % is scaled to controls: 0 for no effect and ±100 for the full control effect; nearly all actives have a fitted effect of over 55% in size
* = called active by the depositor; u = inconclusive; x = no result given; [ ] = another dose, or the depositor's remark. Unless noted, calls follow the shape of the dose curve; as a rule, active = well fitted curve in the direction sought with a large enough effect; inconclusive = small, poorly fitted or top-dose-only effect, or another doubt; inactive = no such curve, though single readings can be large; an effect the other way counts as inactive or inconclusive.

SMILES | p53 reactivator | Eya2 inh | B2AR arrestin | ELG1 genotoxic | TRPV1 agonist | ASM inhibitor | USP2a inh | a7 integrin act | PTAP TSG101 blk | BRCA1 expr up | uPA generation
CC(CCc1ccccc1)NC(=O)COC(=O)C12CC3CC(CC(Br)(C3)C1)C2 (stereo not given) | 1.8% | -17.1% | -0.2% | 1.2% | u | -0.8% | -0.3% | 11.2% | 0.1% | 31.3% | 1.8%
Cc1[nH]n(-c2ccc(Cl)cc2)c(=O)c1N=Nc1cccnc1 | 8.0% | 4.0% | 0.3% | 3.4% | 2.1 | -4.5% | 10.2% | -40.2% | -5.9% | -32.7% | 15.7%
CCOC(=O)c1c[nH]c2c(Cl)ccc(Cl)c2c1=O | -2.8% | 5.0% | -0.5% | 3.0% | -0.7 | 0.5% | 3.5% | -13.8% | -7.0% | 6.5% | -2.1%
CCN(CC)S(=O)(=O)c1ccc(Nc2cc(C)nc3ncnn23)cc1 | -11.1% | 6.6% | 0.0% | 8.2% | 1.0 | 2.2% | -0.4% | -10.8% | -6.1% | -25.2% | -1.6%
O=S(=O)(NC1c2cccc3cccc(c23)C1N1CCNCC1)c1ccccc1 (stereo not given) | 2.2% | 0.9% | -1.0% | 9.6% | 7.6 | -0.6% | 2.6% | -23.4% | 2.1% | -4.0% | -4.1%
CC1CCC(CN2C(Nc3ccccc3)=NC[C@@H]2C)CC1 (stereo not given in full) | x | -7.3% | 0.5% | 1.1% | 1.3 | 10.5% | 1.9% | -20.2% | -1.8% | -7.6% | -6.4%
O=C(COc1ccccc1F)NNC(=O)Cn1c(=O)cnc2ccccc21 | 5.2% | 7.4% | -0.4% | -2.8% | -2.9 | 4.9% | -0.5% | 0.0% | -6.9% | -16.8% | 7.7%
COC(=O)Cc1c(O)ccn(Cc2ccc(Cl)c(Cl)c2)c1=O | 1.1% | -23.3% | 0.1% | -0.1% | -2.3 | 3.5% | 3.5% | 40.5% | -4.6% | -0.2% | -1.8%
Cc1ccc(SCCNC(=O)c2ccccc2F)cc1 | -4.7% | u | 0.2% | 2.7% | 80.1* | 0.9% | 2.2% | 27.5% | -2.4% | 0.0% | 10.6%
CCCn1cnc2scc(-c3ccc(C)cc3)c2c1=O | -6.0% | -7.3% | -0.8% | -2.4% | 16.6 | -0.8% | -0.5% | -2.6% | -0.4% | -9.3% | -3.1%
Cc1ccsc1/C=N/NC(=O)CC(=O)NCC(C)C | -1.3% | -5.5% | -0.3% | 1.8% | -4.5 | 0.8% | -5.1% | -2.7% | 1.2% | -3.2% | 6.2%
Cc1cccc(C(=O)NC2CC3CCCC(C2)N3C(=O)Nc2ccccc2)c1 (stereo not given) | -6.8% | 1.1% | -0.2% | 2.3% | 2.2 | -0.8% | 0.8% | 5.9% | 1.2% | -25.9% | -7.9%
Cc1ccccc1CNC(=O)COc1ccccc1 | 8.0% | -28.6% | 0.3% | 10.4% | 11.5 | -1.0% | -1.5% | 6.8% | -2.7% | 34.6% | u
Oc1ccc(C[C@@H]2CNCCN2CCc2cccc3ccccc23)cc1 | 10.8% | -20.1% | 0.0% | 3.8% | 4.5 | 0.5% | 4.4% | -40.9% | -2.5% | 0.0% | -9.8%
O=C(NNC(=S)NC(=O)c1ccccc1[N+](=O)[O-])c1ccccc1Cl | 6.3% | 6.8% | 0.5% | -7.7% | -3.3 | 2.7% | 0.9% | -4.3% | -3.8% | -30.5% | 2.9%
Cc1cc(Br)ccc1NC(=O)c1cnc(N2CCN(c3ccccn3)CC2)c2ccccc12 | -3.0% | -1.1% | -0.2% | -21.9% | 11.2 | -9.3% | -1.1% | 21.2% | -8.7% | -73.7% | 1.7%
CC(=O)N(C(C)=O)C1=C(C#N)C2(CCCCC2)Cc2ccccc21 | -0.9% | -6.3% | 0.2% | -12.9% | 6.8 | 0.0% | 0.3% | -29.6% | -2.3% | -2.9% | -7.3%
CCOc1ccccc1NC(=O)NCc1ccc(F)cc1 | -0.9% | 0.1% | 0.2% | -3.8% | 8.6 | -1.2% | 1.6% | -12.8% | -4.9% | 24.9% | -4.9%
CCOc1ccccc1CN1CCCC(CNS(=O)(=O)c2ccc(OC)cc2)C1 (stereo not given) | -1.2% | -1.1% | -0.9% | -3.1% | 19.0 | -5.0% | -3.1% | -22.8% | -7.7% | 0.0% | 39.2%[activator]
CC[C@]1(C(=O)OC)[C@H]2C(=O)N(C)C(=O)[C@H]2[C@H]2CN(C)C(=NC)N21 | 3.1% | -3.3% | -0.4% | 0.3% | x | 2.4% | 1.6% | 17.0% | -3.6% | 6.9% | 8.4%
Cc1ccc(S(=O)(=O)NN2Cc3ccccc3C2=N)cc1 | -1.6% | -3.8% | -0.1% | -12.4% | -0.6 | -1.0% | 1.0% | -24.5% | -0.1% | -6.3% | 2.4%
N#Cc1ccc(OCC(=O)NNC(=O)C2CCCCC2)cc1 | -0.3% | 6.9% | -0.2% | -0.5% | x | -3.5% | 6.0% | 34.6% | -2.1% | 0.6% | 11.4%
CC(=N\NC(=O)c1ccccc1)/C(=N/O)C(=O)Nc1ccccc1 | -12.7% | 1.3% | -1.1% | 11.6% | -1.0 | -2.5% | 1.2% | 5.2% | 0.3% | -1.7% | 3.7%
CC(C)(C)/C(COc1ccccc1[N+](=O)[O-])=N/O | -0.7% | -10.6% | -1.4% | -3.0% | 16.8 | -3.3% | 4.0% | u | -4.5% | 2.0% | -6.0%
Cc1cc2c(cc1S(=O)(=O)N(C)c1ccccc1)n(C)c(=O)n2C | x | -5.3% | -0.2% | 10.8% | 0.6 | 0.7% | 2.0% | 43.3% | -0.4% | -13.1% | -2.0%
Cc1ccc(-c2csc(NC(=O)c3c(C)noc3C)n2)cc1C | u | 10.9% | 0.0% | 0.6% | 6.7 | -20.5% | 2.7% | -27.0% | -0.6% | 54.9% | u
CC(/C=C1\SC(=O)N(CC(=O)Nc2ccc(O)cc2)C1=O)=C\c1ccccc1 | u | -4.5% | 10.6% | -2.6% | -4.9 | 3.7% | -7.8% | -16.4% | -5.7% | -43.4% | -6.6%
CC(=O)N1CCC(c2c[nH]c3ccccc23)CC1 | 0.2% | 0.1% | 0.3% | 3.7% | -1.3 | 0.8% | 0.4% | 8.9% | -0.3% | 7.6% | 3.2%
O=C(Oc1ccccc1)c1ccc2nsnc2c1 | u | 8.5% | 2.5% | 14.0% | 12.8 | -2.9% | 1.0% | -26.6% | -6.0% | 5.2% | 4.8%
CC(C)c1ccccc1NC(=O)COC(=O)COc1ccccc1[N+](=O)[O-] | -0.4% | u | 0.0% | -3.8% | 1.6 | 2.3% | 2.0% | -19.2% | 0.0% | 0.0% | -1.6%
O=C(/C=C\Nc1ccccn1)c1ccc(Cl)cc1 | 4.5% | 6.8% | -0.5% | u | 11.6 | 84.9%[activator] | -0.7% | 15.4% | -6.4% | u | u
CCCCOc1cccc(C2/C(=C(/O)c3ccc4c(c3)CC(C)O4)C(=O)C(=O)N2CCN2CCOCC2)c1 (stereo not given) | -6.8% | -9.5% | -1.0% | -4.0% | -1.4 | 0.0% | -7.1% | u | -4.2% | -11.1% | -5.0%
CCOC(=O)N1CCc2c(sc(N)c2C#N)C1 | 0.0% | -23.5% | -0.9% | 1.3% | -1.1 | 1.2% | 11.0% | -13.6% | -2.7% | 6.3% | 2.1%

Some of the entries so far, with values under each structure:
Results follow in this order: p53 reactivator	Eya2 inh	B2AR arrestin	ELG1 genotoxic	TRPV1 agonist	ASM inhibitor	USP2a inh	a7 integrin act	PTAP TSG101 blk	BRCA1 expr up	uPA generation
- Cc1cc2c(cc1S(=O)(=O)N(C)c1ccccc1)n(C)c(=O)n2C
→ x	-5.3%	-0.2%	10.8%	0.6	0.7%	2.0%	43.3%	-0.4%	-13.1%	-2.0%
- CCOC(=O)N1CCc2c(sc(N)c2C#N)C1
→ 0.0%	-23.5%	-0.9%	1.3%	-1.1	1.2%	11.0%	-13.6%	-2.7%	6.3%	2.1%

Screening data as filed in PubChem BioAssay.
